# High-throughput results from PubChem.
# RAM network inh: blocks the yeast RAM network. S. cerevisiae dse1pr::URA3 reporter, 5-FOA growth OD615, 2 d; analog-sensitive cbk1-as2 kinase mutant strain. inhibition, % at 50 µM. 1.8% of 190,000 active. AID 868;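 active = inhibition above a set limit, 3 SD over mean compound inhibition, cut at about 8.4% in these data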;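 note: 0% = DMSO-only wells with no growth and 100% = 10 µM 1-NA-PP1 full growth; inhibition rescues growth on 5-FOA so higher OD means more RAM inhibition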
# Lmaj promast: Leishmania major promastigote growth inhibition; AID 1063; 9% of 200,000 active; inhibition, % at 10 µM; Leishmania major promastigotes, resazurin fluorescence viability; in the data active = inhibition above about 50%;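 note: promastigotes grown with compound for 44 hours at 28 °C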
# PPARg SRC-1 ag: agonists of human PPARgamma SRC-1 coactivator recruitment; PPARgamma-SRC-1 coactivator recruitment biochemical assay; activation, % at 8 µM; 0.41% of 200,000 active; AID 631; in the data active = activation above about 19%;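 note: 0% = DMSO and 100% = reference agonist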
# TR-FRET SRC-2 ct: counter-screen for PPARgamma SRC-2 recruitment agonists: TR-FRET artefact | stronger effect = higher value | TR-FRET ratio at 8 µM | 0.4% of 200,000 active; in the data active = TR-FRET ratio above about 2000; note: inactives centre near 1500; reference of the scale not given here
# DTT redox prof: compounds producing H2O2 with reducing agent – biochemical, NIH compound library profiling, artefact control for MLSCN library redox annotation, primary screen; 0.03% of 200,000 active; activation, % at 10 µM; AID 878; DTT-dependent redox cycling H2O2, phenol red/HRP absorbance; 100% = 100 µM peroxide control, 0% = buffer;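 active = activation of at least 50% relative to the plate's high and low controls in the primary single-dose screen; inactive = activation below 50%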;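 note: compound incubated with DTT at 0.8 mM final as the reducing agent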
# PPARg SRC-3 ag: agonists of human PPARgamma SRC-3 coactivator recruitment; P37231; biochemical PPARgamma/SRC-3 coactivator recruitment assay; activation, % at 8 µM; 0.26% of 200,000 active; AID 731; in the data active = activation above about 23%;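 note: 0% = DMSO and 100% = reference agonist; some compounds past the cut are filed as inactive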
# ROMK primary: modulates human ROMK potassium channel activity; P48048; Tet-inducible ROMK, thallium flux fluorescence; actives lie on both sides; B-score at 10 µM; 2% of 130,000 active;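 active = signal ratio slope over the read window, or its plate-corrected B-score, at least 3 SD from the plate mean, either direction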;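 note: B-score of the F/F0 ratio slope over 7 to 12 s after thallium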
# Target sequence (P48048 whole entry, looked up): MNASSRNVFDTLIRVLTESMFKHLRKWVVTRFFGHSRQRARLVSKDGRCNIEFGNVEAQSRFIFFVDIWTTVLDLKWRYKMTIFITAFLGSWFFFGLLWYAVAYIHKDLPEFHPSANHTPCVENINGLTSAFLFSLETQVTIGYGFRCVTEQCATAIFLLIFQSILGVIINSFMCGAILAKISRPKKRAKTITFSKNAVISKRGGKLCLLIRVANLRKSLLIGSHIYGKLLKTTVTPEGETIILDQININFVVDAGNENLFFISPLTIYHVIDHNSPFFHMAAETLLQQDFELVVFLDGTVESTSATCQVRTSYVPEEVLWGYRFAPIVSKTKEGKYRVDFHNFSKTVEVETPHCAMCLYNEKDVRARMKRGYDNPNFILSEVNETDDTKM
# HMGR II inh: blocks class II HMG-CoA reductase of Enterococcus faecalis; purified E. faecalis HMGR, NADPH absorbance 340 nm kinetic; inhibition, % at 10 µM; 0.41% of 190,000 active; AID 1066;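 active = inhibition above a set limit, the median over all tested compounds plus 3 SD, cut at about 9.5% in these data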;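 note: enzyme runs in reverse so mevalonate oxidation gives rising NADPH absorbance; 0% = complete reaction with DMSO and 100% = background rate lacking mevalonate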
# bIAP inhibitor: intestinal alkaline phosphatase (bovine) inhibition. inhibition, % at 20 µM. purified bovine IAP, CDP-star luminescence, 30 min. 190,000 tested, under 10 active;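 active = over 50% inhibition of intestinal alkaline phosphatase at 20 µM in the single-dose screen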
#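 System: purified bovine intestinal alkaline phosphatase (IAP) enzyme; Input: IAP diluted 1/65,000,000 in the well; Measured by: CDP-star luminescence signal; Compound dosing: 20 µM single dose; Incubation: 30 min reaction at room temperature.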
# PPARg SRC2 recr: promotes SRC-2 coactivator recruitment by human PPARgamma | 0.34% of 200,000 active | PPARgamma LBD-SRC-2 recruitment, biochemical | activation, % at 8 µM | P37231; in the data active = activation above about 22%;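 note: 0% = vehicle and 100% = reference agonist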
# S1P3 antag: S1P3 (human) receptor antagonism; Q99500; CHO S1P3 NFAT-BLA reporter, FRET fluorescence, antagonist mode; inhibition, % at 4.98 µM; 0.27% of 170,000 active;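 active = inhibition above the plate cutoff, the mean inhibition of test wells on that plate plus 3 SD, cut at about 28% in these data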;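 note: cells challenged with S1P at its EC80 of 0.8 µM; blue over green emission ratio from cleaved BLA substrate after 4 h stimulation; 0% = S1P-stimulated wells and 100% = unstimulated DMSO-only wells; some compounds past the cut are filed as inactive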
# Target sequence (Q99500 whole entry, looked up): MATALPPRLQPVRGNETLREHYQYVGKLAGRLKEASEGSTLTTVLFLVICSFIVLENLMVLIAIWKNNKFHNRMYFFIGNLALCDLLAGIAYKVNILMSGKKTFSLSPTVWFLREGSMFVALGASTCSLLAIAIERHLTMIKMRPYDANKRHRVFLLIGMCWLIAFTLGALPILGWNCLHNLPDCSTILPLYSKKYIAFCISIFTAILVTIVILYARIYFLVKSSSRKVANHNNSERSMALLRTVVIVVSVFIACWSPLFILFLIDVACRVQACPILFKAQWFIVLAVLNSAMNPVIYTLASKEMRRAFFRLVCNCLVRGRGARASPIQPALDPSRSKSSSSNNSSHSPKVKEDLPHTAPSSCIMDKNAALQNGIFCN
# * marks the source's active call; other numbers are inactive results; . = no result given. Compounds were not picked by outcome; any-hit rate near 13%.
mol	RAM network inh	Lmaj promast	PPARg SRC-1 ag	TR-FRET SRC-2 ct	DTT redox prof	PPARg SRC-3 ag	ROMK primary	HMGR II inh	bIAP inhibitor	PPARg SRC2 recr	S1P3 antag
COc1ccccc1Nc1nc(N)nc(CN2CC(C)CC(C)C2)n1 (stereo not drawn)	4.2	5	0	1567	-1.1	3	0.085	3	2	5	-17
COC(=O)c1ccc(COC(=O)CNC(=O)c2ccco2)cc1	-1.1	-3	10	1537	0.2	4	-0.025	-1	-1	5	.
NC(=O)c1c(NC(=O)CN2CCCC2)sc2c1CCCC2	3.5	11	7	1494	3.3	-3	.	-4	-6	-3	7
COc1ccc(-c2noc(CN(C)C(=O)Nc3ccccc3)n2)cc1	2.1	0	-7	1550	0.0	-4	.	1	-8	-2	-20
CC(=O)Nc1ccc(Nc2nc(Cl)nc(Nc3ccc(NC(C)=O)cc3)n2)cc1	0.9	20	3	1395	-0.3	3	1.7	0	0	1	-10
FC(F)c1nnc2c(Cl)cc(C(F)(F)F)cn12	1.8	-4	9	1627	-1.2	2	0.57	-4	-4	-4	-27
O=C(O)/C=C/C(=O)Nc1ccccc1SC(F)(F)F	0.6	-7	-1	1598	0.3	1	.	-2	-18	-4	-6
C=CCNC(=O)c1ccccc1NC(=O)c1ccc(Cl)c(S(=O)(=O)Nc2cc(C)ccc2C)c1	2.3	22	5	1579	-5.0	10	.	-3	4	10	.
Cc1nnc(SCC(=O)NC(=O)NC(C)(C)C)n1N	1.8	-5	17	1697	0.6	13	.	0	-2	5	-5
Cc1cc(=O)oc(C)c1C(=O)NCCCN1C(C)CCCC1C (stereo not drawn)	1.5	-3	-3	1565	0.1	3	.	1	2	4	.
COc1ccccc1NS(=O)(=O)c1ccc2c(c1)n(C)c(=O)n2C	1.5	-4	0	1568	0.1	4	-0.13	-3	3	5	.
N#CC1(C#N)C(C(=O)C23CC4CC(CC(C4)C2)C3)C12CCOCC2 (stereo not drawn)	2.3	4	1	1540	-1.1	-4	.	0	-2	-8	0
CS(=O)(=O)N(CC(=O)NC1CCCCCC1)Cc1ccccc1	0.3	-1	7	1681	-1.5	-11	0.058	-4	8	21	2
O=C(CNCc1ccc(F)cc1)Nc1ccccc1-c1ccccc1	2.0	-1	0	1724	0.0	2	-0.95	-2	-14	0	-1
Nc1ccc2c(c1)C(=O)C(=O)c1ccccc1-2	1.5	100*	22*	1964	31	29*	-5.6*	1	6	32*	.
Cc1sc2ncn(CCC(=O)O)c(=O)c2c1C	0.5	-7	5	1718	2.4	-3	0.66	-11	1	3	-17
Cc1ccc(OCc2nnc(SCCN3CCOCC3)n2C)cc1	-1.5	-7	-9	1490	2.6	-3	.	-2	0	-7	-6
O=C(Nc1nccs1)C1Cc2ccccc2CN1S(=O)(=O)c1ccc(F)cc1 (stereo not drawn)	6.1	66*	13	1513	1.9	6	.	0	5	5	.
COc1ccc(OC)c(NC(=O)CSc2nnc(Cn3c(=O)sc4ccccc43)n2C)c1	0.8	-4	4	1673	-0.2	1	.	-6	14	-4	1
CCOC(=O)/C(C(N)=NCCO)=C(/O)c1ccccc1	0.0	-2	-3	1546	0.1	-1	0.26	0	-2	3	-30
Cc1cccc(N/N=C2/COC(C)(C)CC2=O)c1	0.3	25	8	1679	-0.3	8	0.82	3	2	4	-7
CCCOc1ccc(/C=C/C(=O)Nc2ccc([N+](=O)[O-])cc2C)cc1OC	1.2	-1	-9	1413	2.2	0	.	-1	7	-8	.
Cc1ccc(NC(=O)Nc2ccc(F)cc2)cc1Cl	2.6	-6	2	1814	-1.3	6	-0.18	-4	9	10	-4
O=C(Nc1ccc(F)cc1F)N1CCN(C/C=C/c2ccccc2)CC1	-0.3	13	-1	1669	-1.2	11	.	5	-10	8	-3
COc1ccc(C(=O)CSc2nc3[nH]ncc3c(=O)[nH]2)cc1	3.0	-7	-6	1463	-0.6	-3	-0.4	-6	-10	-6	-14

# Retrieved by structure from the entries so far (6):
mol	RAM network inh	Lmaj promast	PPARg SRC-1 ag	TR-FRET SRC-2 ct	DTT redox prof	PPARg SRC-3 ag	ROMK primary	HMGR II inh	bIAP inhibitor	PPARg SRC2 recr	S1P3 antag
C=CCNC(=O)c1ccccc1NC(=O)c1ccc(Cl)c(S(=O)(=O)Nc2cc(C)ccc2C)c1	2.3	22	5	1579	-5.0	10	.	-3	4	10	.
N#CC1(C#N)C(C(=O)C23CC4CC(CC(C4)C2)C3)C12CCOCC2 (stereo not drawn)	2.3	4	1	1540	-1.1	-4	.	0	-2	-8	0
O=C(Nc1ccc(F)cc1F)N1CCN(C/C=C/c2ccccc2)CC1	-0.3	13	-1	1669	-1.2	11	.	5	-10	8	-3
CS(=O)(=O)N(CC(=O)NC1CCCCCC1)Cc1ccccc1	0.3	-1	7	1681	-1.5	-11	0.058	-4	8	21	2
COc1ccc(C(=O)CSc2nc3[nH]ncc3c(=O)[nH]2)cc1	3.0	-7	-6	1463	-0.6	-3	-0.4	-6	-10	-6	-14
COc1ccc(OC)c(NC(=O)CSc2nnc(Cn3c(=O)sc4ccccc43)n2C)c1	0.8	-4	4	1673	-0.2	1	.	-6	14	-4	1

# Structures shown so far containing two or more sulfur atoms, in the order listed:
mol	RAM network inh	Lmaj promast	PPARg SRC-1 ag	TR-FRET SRC-2 ct	DTT redox prof	PPARg SRC-3 ag	ROMK primary	HMGR II inh	bIAP inhibitor	PPARg SRC2 recr	S1P3 antag
O=C(Nc1nccs1)C1Cc2ccccc2CN1S(=O)(=O)c1ccc(F)cc1 (stereo not drawn)	6.1	66*	13	1513	1.9	6	.	0	5	5	.
COc1ccc(OC)c(NC(=O)CSc2nnc(Cn3c(=O)sc4ccccc43)n2C)c1	0.8	-4	4	1673	-0.2	1	.	-6	14	-4	1

# The list goes on.
mol	RAM network inh	Lmaj promast	PPARg SRC-1 ag	TR-FRET SRC-2 ct	DTT redox prof	PPARg SRC-3 ag	ROMK primary	HMGR II inh	bIAP inhibitor	PPARg SRC2 recr	S1P3 antag
COC(=O)c1sc2nc(CN3CCN(c4ccc(OC)cc4)CC3)[nH]c(=O)c2c1C	0.0	-3	-7	1377	0.4	-10	.	-2	-68	-5	-13
Cc1ccnc(NC(=O)c2ccc([N+](=O)[O-])o2)c1	-0.2	99*	5	1684	1.2	-1	1.2	-1	6	3	.
Cc1ccc(NC(=S)NC(=O)c2ccc(-c3ccccc3)cc2)cc1	.	-1	-4	1579	-7.3	8	.	.	.	-1	.
CCC(=O)Nc1c2c(nn1-c1ccc(OC)cc1)CS(=O)C2 (stereo not drawn)	0.1	-4	0	1550	-1.5	-1	.	-1	-1	11	-22
COc1ccc(CNC(=S)Nc2cc(OC)ccc2OC)cc1	0.3	-2	1	1617	0.1	-1	0.22	5	5	0	3
COC(=O)Cc1c(C)nc2nc(-c3ccco3)[nH]n2c1=O	0.2	4	-4	1445	0.5	-3	-0.84	-4	3	8	-4
CC1c2c([nH]c3ccccc23)CCC1C(=O)O (stereo not drawn)	0.9	34	10	1515	-0.5	2	.	3	-2	6	0
COc1ccc(NC(=O)/C=C/c2cc(Br)ccc2OC)cc1	1.5	-5	0	1651	1.4	0	.	2	7	-3	.
O=C(NCC1CCCO1)c1cc(C(=O)c2ccc(Cl)cc2Cl)c[nH]1 (stereo not drawn)	-0.6	8	-2	1421	-1.3	0	-0.16	-2	-3	1	-8
Cn1nccc1C(=O)N1CCCC(C(=O)c2cccc3ccccc23)C1 (stereo not drawn)	3.5	-3	4	1693	0.7	0	-0.47	-6	7	5	-3
CCOC(=O)NC(=O)CN1C(=O)NC(C)(c2ccccc2)C1=O (stereo not drawn)	1.1	-9	11	1465	1.6	-3	.	-15	7	2	-16
Cn1c(Cn2c(=O)sc3ccccc32)nnc1SCC(=O)Nc1cccc(F)c1	1.1	17	3	1433	-0.3	-1	.	-7	14	-6	-13
Cc1cc(=O)n2[nH]cc(C(=O)O)c2n1	0.9	0	-4	1488	2.2	4	.	-8	9	8	.
O=C(CCC(=O)Nc1ccccc1Cl)N/N=C/c1ccccc1	0.4	-4	7	1845	-0.5	5	0.91	-2	16	5	1
COc1ccc(-c2cc(C(F)F)n3ncc(C(=O)N4CCN(C)CC4)c3n2)cc1	0.4	98*	3	1441	0.3	0	0.11	-3	-11	12	.
CC1(C)C2CC=C(/C=N/NC(=O)c3ccc(O)cc3)C1C2 (stereo not drawn)	3.2	94*	1	1492	-0.2	8	.	-1	6	9	1
Cc1ccc(NC(=S)N(C)N)cc1Cl	-0.5	0	12	1675	0.7	3	-0.57	-4	9	0	5
COc1ccc([N+](=O)[O-])cc1NC(=O)CCSCCc1ccccn1	-0.1	16	-5	1303	0.7	-1	-0.46	0	5	-6	-23
Cc1coc(NC(=O)CSc2nc(-c3ccncc3)cc(C(F)(F)F)c2C#N)n1	-0.1	-7	2	1520	0.4	-1	1	-1	16	1	-46
COc1cc(NC(=O)C23CC4CC(C2)CC(n2nnc(C)n2)(C4)C3)c(OC)cc1Cl	2.1	-3	10	1580	2.0	5	.	2	0	13	4
CC(=O)OC1=Cc2c(ccc3ccc(=O)oc23)OC1(C)C	0.5	12	2	1346	-0.1	2	0.034	7	39	6	.

# 3 structures already listed, arranged by formula weight, highest first:
mol	RAM network inh	Lmaj promast	PPARg SRC-1 ag	TR-FRET SRC-2 ct	DTT redox prof	PPARg SRC-3 ag	ROMK primary	HMGR II inh	bIAP inhibitor	PPARg SRC2 recr	S1P3 antag
O=C(NCC1CCCO1)c1cc(C(=O)c2ccc(Cl)cc2Cl)c[nH]1 (stereo not drawn)	-0.6	8	-2	1421	-1.3	0	-0.16	-2	-3	1	-8
Cc1ccc(NC(=S)NC(=O)c2ccc(-c3ccccc3)cc2)cc1	.	-1	-4	1579	-7.3	8	.	.	.	-1	.
CC(=O)OC1=Cc2c(ccc3ccc(=O)oc23)OC1(C)C	0.5	12	2	1346	-0.1	2	0.034	7	39	6	.
